Pf growth 48h – inhibits P. falciparum growth in the first generation, 48 h; 310,000 tested, 5.9% active; P. falciparum luciferase growth in erythrocytes, 48 h; Potency, µM (doses to about 28.7 µM), inactives show at the top dose activity change, negative = inhibition, actives largely listed as inhibitors; further: potency means the concentration at half of the fitted maximal effect; on the % scale 0 is the no-effect control and ±100 the full control effect
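In quantitative HTS format, infected erythrocytes bearing luciferase-reporter parasites were treated for a single generation at 37 C. Luminescence after adding detection reagent served as the growth measure.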
Shiga toxin inh – blocks Shiga toxin action in Vero cells. 290,000 tested, 9.2% active. Vero cells, Shiga toxin protein synthesis inhibition reporter. inhibition, % at 38.7 µM. AID 2315; in the data active means inhibition mostly above about 28%, no sharp cut-off; inactive means mostly below about 43%; further: 0% is about no effect
Pf growth 96h – P. falciparum growth inhibition at 96 hours; P. falciparum luciferase reporter growth, 96 h; Potency, µM (top dose mostly 28.7 µM), for the others: top-dose activity change, negative = inhibition, most hits filed as inhibitors; 320,000 tested, 6.9% active; AID 504834; further: potency means the concentration at half of the fitted maximal effect; on the % scale 0 is the no-effect control and ±100 the full control effect
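P. falciparum expressing integrated firefly luciferase grown in erythrocytes (2% hematocrit, 0.05% parasitemia final) with compounds for 96 hours at 37 C, 5% CO2. Growth inhibition read as loss of luminescence after adding luciferase detection reagent.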
Tb PYK inh – inhibitors of Trypanosoma brucei pyruvate kinase | Q57TT1 | TbPYK enzyme, Kinase-Glo Plus ATP luminescence, 45 min | Potency, µM (series often up to 76.8 µM), for inactives: at the top dose activity, negative = inhibition, most hits filed as inhibitors | 410,000 tested, 0.12% active | AID 624173; further: potency means the concentration at half of the fitted maximal effect; on the % scale 0 is the no-effect control and ±100 the full control effect; nearly all actives have a fitted effect of over 50% in size
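Quantitative HTS: titrated library compounds versus trypanosomal pyruvate kinase in TEA buffer (pH 7.2) containing KCl, MgCl2, BSA and Tween-20. Reactions were initiated with ADP, 130 uM final. Kinase-Glo Plus luminescence was read after 45 min at RT.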
AmpC no deterg – AmpC beta-lactamase inhibition without detergent; P00811; AmpC nitrocefin hydrolysis, absorbance 480 nm, 0.0001% Triton; Potency, µM (series often up to 57.1 µM), without a hit: top-dose activity change, negative = inhibition, usual class: inhibitors; 330,000 tested, 0.52% active; AID 485341;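 further: potency means the concentration at half of the fitted maximal effect; plate controls were no compound for no effect and no enzyme for full effect; nearly all actives have a fitted effect of over 20% in size; some results filed as inactive show a strong effect at the top dose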
Target sequence (P00811 whole entry, looked up): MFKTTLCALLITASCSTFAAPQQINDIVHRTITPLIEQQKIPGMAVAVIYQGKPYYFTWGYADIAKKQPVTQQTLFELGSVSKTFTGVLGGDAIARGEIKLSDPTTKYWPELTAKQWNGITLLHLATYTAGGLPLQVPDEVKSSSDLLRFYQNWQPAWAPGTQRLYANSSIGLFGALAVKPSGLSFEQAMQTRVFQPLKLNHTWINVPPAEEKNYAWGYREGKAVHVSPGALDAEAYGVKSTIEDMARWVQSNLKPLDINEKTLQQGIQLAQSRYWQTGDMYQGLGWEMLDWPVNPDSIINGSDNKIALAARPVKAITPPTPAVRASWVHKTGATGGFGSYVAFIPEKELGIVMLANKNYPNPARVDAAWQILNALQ
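20 mM phosphate pH 7.0 + 0.01% (detergent screen) or 0.0001% Triton X-100; 5.3 nM AmpC reagent; cpd preinc 15 min RT; nitrocefin (800 uM stock) to start; A480 q20 s × 4 min; Activity was normalised to no-enzyme and no-compound control wells.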
LmPK inhibitor – inhibitors of Leishmania mexicana pyruvate kinase | Q27686 | purified LmPK, Kinase-Glo ATP luminescence, 1 h | Potency, µM (highest dose often 57.5 µM), for inactives: top-dose activity change, negative = inhibition, usual class: inhibitors | 290,000 tested, 0.37% active; further: potency means the concentration at half of the fitted maximal effect; on the % scale 0 is the no-effect control and ±100 the full control effect
Target sequence (Q27686 whole entry, looked up): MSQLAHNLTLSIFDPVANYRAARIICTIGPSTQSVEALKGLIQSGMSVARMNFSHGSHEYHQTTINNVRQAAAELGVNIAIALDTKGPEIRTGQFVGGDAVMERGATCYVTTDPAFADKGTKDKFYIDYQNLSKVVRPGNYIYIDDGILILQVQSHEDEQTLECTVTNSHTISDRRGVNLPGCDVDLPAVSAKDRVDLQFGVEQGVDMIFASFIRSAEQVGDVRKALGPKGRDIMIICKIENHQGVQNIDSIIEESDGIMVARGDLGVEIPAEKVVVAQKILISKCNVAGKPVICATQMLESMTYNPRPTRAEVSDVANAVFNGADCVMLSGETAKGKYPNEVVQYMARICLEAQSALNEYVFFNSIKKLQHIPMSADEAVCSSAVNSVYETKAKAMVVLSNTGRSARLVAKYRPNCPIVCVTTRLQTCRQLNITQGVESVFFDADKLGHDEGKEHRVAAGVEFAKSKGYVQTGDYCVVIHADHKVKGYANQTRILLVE
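0.1 nM LmPK, 0.5 mM PEP, 0.1 mM ADP; 50 mM imidazole pH 7.2, 7 mM MgCl2, 50 mM KCl; 1 h RT. Kinase-Glo luminescence readout, normalized to no-enzyme (full inhibition) and uninhibited wells.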
CHX counter – counter-screen hit for Shiga toxin inhibitors, cycloheximide; cell reporter, cycloheximide protein synthesis inhibition counterscreen; max response, %; 300,000 tested, 12% active; AID 2314; in the data active means max response mostly above about 13%, no sharp cut-off; inactive means mostly below about 14%; further: read at 38.3 µM for the half of the compounds with a filed dose; 0% is about no effect
Active calls of the source: *; ? = inconclusive; . = not tested or not shown; & = joins results of further samples; [ ] = another dose, or the depositor's remark. Unless noted, the call rests on the fitted dose curve; in most records, active means well fitted curve in the direction sought with a large enough effect; inconclusive means small, poorly fitted or top-dose-only effect, or another doubt; inactive means no such curve, though single readings can be large; an effect the other way counts as inactive or inconclusive.

SMILES | Pf growth 48h | Shiga toxin inh | Pf growth 96h | Tb PYK inh | AmpC no deterg | LmPK inhibitor | CHX counter
COC(=O)CC1=NN(c2ccccc2)C(=O)C1 | 54%[activator] | 18 | 5.2µM* | 6% | -12% | -5% | -2
Clc1nccnc1-c1ccccc1 | 4% | -2 | 8% | 5% | -12% | 1% | 2
Cc1cc2ccccc2n1CCNCc1c(C(=O)N2CCOCC2)nc2ccccn12 | ? | 13 | -18% | 4% | 130%[activator] | 8% | 1
CCc1ccccc1N(CC(=O)NC1CCCC1)C(=O)CNC(=O)c1cccs1 | -5% | -7 | 14% | -4% | -7% | -5% | -2
CN(CCCC(=O)NCc1ccccc1)S(=O)(=O)c1ccc([N+](=O)[O-])cc1 | 44%[activator] | . | 24% | 2% | -2% | -1% | -1
Cc1cc(C)c(C(=O)N2CCCC(N3CCN(c4cccc(C(F)(F)F)c4)CC3)C2)o1 (stereo not drawn) | ? | -11 | ? | 3% | 169%[activator] | -5% | 7
N#CC1=C(N)OC2=C(C(=O)CCC2)C1c1cc2c(cc1Br)OCO2 (stereo not drawn) | 12% | -4 | -14% | 1% | -41% | -2% | 2
Cc1ccc(C(=O)OCC(=O)Nc2ccc3c(c2)OCO3)c(O)c1 | 99%[activator] | . | 72%[activator] | 0% | -12% | . | .
Cc1nc2ccccc2c(=O)n1/N=C/c1cccnc1 | . | -11 | -1% | -2% | -14% | 10% | 2
CC12CC(NC(=O)N1c1ccc(C(=O)N3CCN(c4ccccn4)CC3)cc1)c1ccccc1O2 (stereo not drawn) | -16% | -7 | -14% | . | 2% | 3% | -1
CCOc1ccc(/C=N/NC2=NCCCCC2)cc1 | 30%[activator] | 27* | 17% | 5% | -21% | -5% | 19*
COc1ccccc1N(C)S(=O)(=O)c1ccc(C(=O)Nc2ccc3nc(C)sc3c2)cc1 | -26% | 5 | ? | -3% | -16% | 5% | -2
Cn1cc(O)nc1NC(=O)Nc1cccc(Cl)c1 | 39%[activator] | . | -13% | -8% | . | . | .
CC(=O)NC(Cc1cccc(C)c1)C(=O)NC1CCN(C(=O)NCc2ccccc2)CC1 (stereo not drawn) | 2% | 16 | -2% | 0% | 22% | 1% | -6
Cc1ccc(C(=O)N2CCc3ccccc32)cc1[N+](=O)[O-] | 29% | -3 | -6% | 2% | -41% | 1% | -3
CN(CC1CCCO1)S(=O)(=O)c1ccc(C(=O)Nc2ccc(F)cc2)cc1 (stereo not drawn) | ? | 12 | -9% | -2% | 5% | -1% | 4
CCN1C(=O)/C(=C/C=C2\C=CN(CC)c3ccccc32)SC1=S | 38%[activator] | -6 | ? | ? | 0% | 18µM* | 11
COc1ccccc1C(=O)CSc1nnc(-c2ccco2)o1 | ? | 8 | ? | 1% | -18% | 0% | 8
CCOc1ccc(NC(=O)c2ccc3c(SCC(=O)O)c4c(nc3c2)CCCC4)cc1 | -13% | -16 | 0% | 1%&-10% | -35% | 5% | 5
CC1CCCN(C(=O)c2ccc(NS(=O)(=O)c3cccc([N+](=O)[O-])c3)cc2)C1 (stereo not drawn) | ? | . | 8% | 1% | -34% | . | .
CN(C)S(=O)(=O)c1ccc(C(=O)OCCCN=C2NS(=O)(=O)c3ccccc32)cc1 | . | -3 | ? | 0% | -12% | 7% | 7
CC(=O)Nc1cccc(C(=O)Nc2ccccc2C(=O)O)c1 | -12% | -17 | . | 6% | -15% | -10% | -2
Cc1ccc(NC(=O)Cc2nnc(SCC(=O)NC3CCCC3)n2C)c(C)c1 | 3% | 2 | 6% | 1% | -19% | 0% | -9
NC(=O)C1CCCN(S(=O)(=O)c2ccc(Br)cc2)C1 (stereo not drawn) | 21% | 24 | . | 1% | . | 3% | -1
O=[N+]([O-])c1ccc(Nc2ccccc2)cc1 | 32%[activator] | 26 | ? | -1% | -31% | -5% | 16*

Pulled by compound from the entries so far:
SMILES | Pf growth 48h | Shiga toxin inh | Pf growth 96h | Tb PYK inh | AmpC no deterg | LmPK inhibitor | CHX counter
Cc1cc2ccccc2n1CCNCc1c(C(=O)N2CCOCC2)nc2ccccn12 | ? | 13 | -18% | 4% | 130%[activator] | 8% | 1
CC1CCCN(C(=O)c2ccc(NS(=O)(=O)c3cccc([N+](=O)[O-])c3)cc2)C1 (stereo not drawn) | ? | . | 8% | 1% | -34% | . | .
Cc1ccc(NC(=O)Cc2nnc(SCC(=O)NC3CCCC3)n2C)c(C)c1 | 3% | 2 | 6% | 1% | -19% | 0% | -9
CN(CC1CCCO1)S(=O)(=O)c1ccc(C(=O)Nc2ccc(F)cc2)cc1 (stereo not drawn) | ? | 12 | -9% | -2% | 5% | -1% | 4

Later entries
SMILES | Pf growth 48h | Shiga toxin inh | Pf growth 96h | Tb PYK inh | AmpC no deterg | LmPK inhibitor | CHX counter
CSC(=Nc1ccccc1)C(C#N)c1nc2ccccc2[nH]1 (stereo not drawn) | ? | -2 | ? | -3% | -45% | 4% | -2
COc1ccc(/C(C)=N/NC(=O)CNC(=O)c2ccncc2)c(OC)c1 | 16% | -7 | 38%[activator] | 1% | -2% | 3% | -1
COc1cc(C(=O)OC(C)C(=O)N2CCc3ccccc3C2)ccc1OCC(=O)N1CCOCC1 (stereo not drawn) | -14% | -5 | -10% | -4% | 52% | -3% | -3
NS(=O)(=O)c1ccc(CNC(=O)Cc2ccccc2[N+](=O)[O-])cc1 | 19% | -9 | 180%[activator] | -1% | -9% | -4% | -3
O=C1CC(SC(=Nc2ccccc2)Nc2ccccc2)C(=O)N1c1ccc(Cl)cc1 (stereo not drawn) | ? | -2 | ? | 3% | -5% | 6% | -2
COc1ccc(CCNc2ccc(C(CC(N)=O)NC(=O)c3cc(C)cc(C)c3)cc2[N+](=O)[O-])cc1 (stereo not drawn) | -19% | -2 | -15% | -9% | -32% | 0% | -2
Clc1ccc(-c2nc3ccc(Cl)cn3c2CN2CCOCC2)cc1 | ? | 14 | ? | 3% | 3% | 4% | 6
CCOc1ccc(N2CC(=O)Nc3ccccc3NCC2=O)cc1 | -2% | 6 | 8.3µM* | 1% | -20% | -1% | -6
CC(C)OC(=O)c1cc2c(ccn2-c2ccc(F)cc2)n1CC(=O)N1CCN(C(=O)c2ccco2)CC1 | 1.7µM* | 12 | ? | -4% | 15% | 5% | -3
N#CC1=C(N)Oc2n[nH]c(-c3cccs3)c2C1c1ccoc1 (stereo not drawn) | -5% | -5 | 36%[activator] | -19% | -25% | 12% | -3
CC(C)(C)Cn1c(=O)[nH]c(=O)c2cc([N+](=O)[O-])cnc21 | -1% | -8 | -12% | 4% | -15% | 1% | -4
O=C(COc1ccccc1Cl)OCC(=O)N1CCN(S(=O)(=O)c2ccccc2)CC1 | 10% | -5 | 18% | -12% | 15% | 5% | 3
CCc1ccc(-c2nc(CSCC(=O)N3CCN(c4ccccn4)CC3)c(C)o2)cc1 | 70%[activator] | -10 | . | 6% | 178%[activator] | 2% | 0
Oc1cc(-c2ccncc2)cc2cccnc12 | ? | . | 5.2µM* | -2% | -12%&-15% | . | .
Cc1cccc(NC(=O)NN2CCN(C)CC2)c1C | -6% | 2 | 1% | 1% | 0% | 2% | -3
CCN1C(=O)NC(=O)/C(=C\c2ccc(N3CCOCC3)cc2OC)C1=O | 24% | 56* | 29% | . | -25% | -2% | 67*
COC(=O)c1c(SCC(=O)Nc2ccc(C)cc2)nc(=O)[nH]c1C | 9% | -6 | -22% | -6% | ? | -3% | 14
COc1c(C)cc(C(=O)C2CCCN(C(=O)c3cc(C)on3)C2)cc1C (stereo not drawn) | -11% | -5 | ? | -9% | 76%[activator] | 0% | 2
COC(=O)c1ccc(N2C(=O)CC(NCc3ccccc3)C2=O)cc1 (stereo not drawn) | -11% | -3 | 24% | -3% | -21% | 7% | -3
C#CCOCCOCCOCCNc1nc(N2CCN(C(=O)Cn3cc(CCCN=C(N)N)nn3)CC2)nc(N2CCN(C(=O)[C@H]([C@@H](C)O)n3cc(CCCCN)nn3)CC2)n1 | 0% | . | 10µM* | 2% | 101%[activator] | . | .
COc1ccc(N2CCN(C(=S)Nc3ccccc3OC)CC2)cc1 | 10% | . | -20% | -4% | -4% | 11% | -4
COC(=O)Nc1c(C)nn(Cc2ccccc2C)c1C | 8% | -9 | 15% | 4% | -5% | -6% | -2
O=C(CSc1ccc(Br)cc1)N1CCOCC1 | -1%[0.00184 µM] | 46* | 36%[activator] | 3% | -5% | 1% | 27*
Cc1cc(=O)[nH]c(N2CCOCC2)n1 | 4% | 5 | 34%[activator] | -14% | -41% | 2% | 1
O=C(Nc1ccc(N2CCOCC2)cc1)c1cc2ccccc2o1 | 104%[activator] | 76* | . | 0% | -2% | -16% | 54*
SMILES | Pf growth 48h | Shiga toxin inh | Pf growth 96h | Tb PYK inh | AmpC no deterg | LmPK inhibitor | CHX counter
Cc1cc(=O)n2nc(N3CCCC3C(=O)NCc3ccccn3)sc2n1 (stereo not drawn) | 4% | -19 | -1% | 0% | 1% | -3% | -2
O=C(COC(=O)c1nc(-c2ccccc2)n(-c2cccc(C(F)(F)F)c2)n1)NCc1cccs1 | 20% | -11 | 11% | -3% | 41% | -2% | -2
CN1C(=O)C(C)(C)c2cc(S(=O)(=O)N3CCC(C(=O)NCc4ccc(F)cc4)CC3)ccc21 | ? | -7 | 13µM* | 4% | 79%[activator] | -5% | -2
Cc1cc2c(cc1C)CSC(c1ccc3ccccc3c1O)SC2 | 9.3µM* | -2 | ? | 0% | -42% | 3% | 11
COc1ccc(CNC(=O)COc2cc(O)c3c(c2)OC(C)(C)CC3=O)cc1 | ? | -3 | 40%[activator] | -1% | -16% | -10% | -3
Cc1ccc(S(=O)(=O)Oc2ccccc2/C=N/NC(=O)c2c(Cl)cnn2C)cc1 | ? | 21 | -6% | -9% | -14% | -1% | -2
O=C(CN1C(=O)C2CC=CCC2C1=O)Nc1nccs1 (stereo not drawn) | 13% | -22 | 1% | 2% | -31% | 2% | -5
CCOC(=O)C1CCN(S(=O)(=O)c2ccc(OC)c(Cl)c2)CC1 | -1% | -6 | ? | 6% | 35% | 4% | 1
CN(c1ccccc1)S(=O)(=O)c1ccc(C(=O)NNC(=O)c2ccccc2F)cc1 | 11% | . | ? | -8% | -25% | . | .
CS(=O)(=O)N(CC(=O)NCCSc1ccccc1)c1ccc2c(c1)OCO2 | ? | -4 | 6% | -2% | -7% | -10% | 5
O=C(C1CCC(CNc2c(N3CCCCC3)c(=O)c2=O)CC1)N1CCc2ccccc2C1 (stereo not drawn) | 9.3µM* | -8 | -44% | -2% | 51% | 4% | -3
Cc1ccc(NC(=O)CN(C)S(=O)(=O)c2ccc(Cl)s2)c(O)c1 | 45%[activator] | . | 123%[activator] | 4% | -30% | . | .
O=C(NCCc1ccc(F)cc1)Nc1ccc2c(c1)OCO2 | 134%[activator] | 58* | 3% | -30% | -33% | -2% | 48*
CCOC(=O)/C(C#N)=C/c1cn(CCC(=O)O)nc1-c1ccc(Cl)cc1 | 7% | -12 | ? | -7% | -21% | 4% | -2
O=C(NC12CC3CC(CC(C3)C1)C2)N(Cc1ccccc1)Cc1ccncc1 | ? | -10 | -25% | 5% | 120%[activator] | 0% | -2

Bioassay records: PubChem BioAssay, National Center for Advancing Translational Sciences (NCATS)

No enrichment for hits; 22% or so of the library scored in one or more.
